Bioassay records: PubChem BioAssay, several laboratories
Arr AP2 block: inhibitors of human beta-arrestin and AP2 interaction; FITC-arrestin peptide / GST-AP2 beads, flow cytometry; AP2 beta2 appendage carries R879A mutation; inhibition, % at 10 µM; 0.31% of 340,000 active; AID 504490;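 active means inhibition above a set limit, near 3 SD of compounds lacking own fluorescence, cut at about 54% in these data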;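 further: plate controls were DMSO wells for no effect and 5 µM unlabelled arrestin peptide for full effect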
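Test system: GST-tagged AP2 beta2-adaptin appendage (R879A) on 4 µm glutathione beads; also added: fluorescein-tagged arrestin peptide at 50 nM final; timing: 12 min plus 1 h, RT; signal: flow cytometry, FL1 (488/535 nm); read-out: percent drop in bead-associated FITC signal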
SR-BI HDL uptake: mouse SR-BI HDL lipid transfer inhibition. ldlA[mSR-BI] CHO cells, DiI-HDL uptake fluorescence, 3 h. Q61009. inhibition, % at 12.5 µM. 0.96% of 320,000 active;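 active means mean replicate inhibition of at least 70% and a set share of replicates each scoring 70 or more; inconclusive means meets just one of the two criteria; inactive means fails both criteria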;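 further: 0% = median of neutral control wells and 100% = median of positive control wells; values of inactives mirror those of a sister screen read the other way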
Target sequence (Q61009 whole entry, looked up): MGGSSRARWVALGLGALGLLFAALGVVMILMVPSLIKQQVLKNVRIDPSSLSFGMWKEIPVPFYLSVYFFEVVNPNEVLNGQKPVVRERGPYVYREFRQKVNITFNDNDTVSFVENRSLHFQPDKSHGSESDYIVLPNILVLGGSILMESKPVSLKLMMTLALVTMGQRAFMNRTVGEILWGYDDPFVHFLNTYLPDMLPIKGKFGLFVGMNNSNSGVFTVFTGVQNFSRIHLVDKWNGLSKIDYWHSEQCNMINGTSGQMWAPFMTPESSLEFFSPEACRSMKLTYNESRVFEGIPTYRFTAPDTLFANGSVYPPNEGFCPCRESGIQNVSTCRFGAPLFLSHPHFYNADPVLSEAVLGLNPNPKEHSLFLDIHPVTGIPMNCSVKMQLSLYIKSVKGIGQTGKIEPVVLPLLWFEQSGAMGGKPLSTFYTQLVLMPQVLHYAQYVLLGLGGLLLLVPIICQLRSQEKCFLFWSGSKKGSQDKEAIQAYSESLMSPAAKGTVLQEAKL
DAGLB inhibitor: blocks human DAGLB lipase activity. 0.059% of 340,000 active. HEK293T DAGLB membrane lysate, EnzChek fluorogenic substrate. Q8NCG7. inhibition, % at 5.17 µM; in the data active means inhibition above about 34%;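 further: 0% = enzyme with vehicle and 100% = wells lacking enzyme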
PKA-R2B activ: activates the human PKA-R2B holoenzyme complex; PKA-R2B holoenzyme dissociation, Cy5-IP20 fluorescence polarization; R2B truncated from residue 108, S112A mutant; 0% DMSO only, 100% 113 µM cGMP; activation, % at 11.4 µM; 0.079% of 340,000 active; P22694+P31323;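 active means activation above a cutoff set at the mean over all compounds plus 3 SD, cut at about 18% in these data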;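 further: higher means more holoenzyme dissociation and a rise in polarization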
Target sequence (P31323 whole entry, looked up, other chains not shown, the tested form may be a part): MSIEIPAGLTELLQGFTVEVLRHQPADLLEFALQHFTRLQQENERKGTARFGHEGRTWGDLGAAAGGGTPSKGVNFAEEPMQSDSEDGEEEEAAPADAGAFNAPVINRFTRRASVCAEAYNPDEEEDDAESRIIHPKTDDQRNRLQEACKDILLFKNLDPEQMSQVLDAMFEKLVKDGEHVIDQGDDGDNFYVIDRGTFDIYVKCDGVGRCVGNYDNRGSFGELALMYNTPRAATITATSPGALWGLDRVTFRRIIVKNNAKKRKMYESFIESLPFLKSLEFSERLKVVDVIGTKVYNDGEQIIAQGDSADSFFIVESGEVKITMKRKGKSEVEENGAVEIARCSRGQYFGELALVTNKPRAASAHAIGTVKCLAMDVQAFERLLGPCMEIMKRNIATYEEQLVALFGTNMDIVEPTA
SR-BI uptake up: activators of SR-BI mediated HDL lipid uptake | CHO ldlA[mSR-BI] cells, DiI-HDL uptake fluorescence, 3 h; 100 = double the neutral-control signal | activation, % at 12.5 µM | 0.096% of 320,000 active;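 active means mean replicate activation of at least 60% and every replicate at or above 60%; inconclusive means mean or all-replicate condition met, but not both; inactive means mean below 60% and not all replicates reaching 60%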;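 further: 0% = median plate neutral-control signal and 100% = twice that signal; values of inactives mirror those of a sister screen read the other way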
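Assay system: LDL receptor-deficient CHO ldlA cells overexpressing murine SR-BI / Medium: BSA-supplemented, HEPES-buffered Ham's F12, pH 7.4 / Probe or stimulus: DiI-labelled HDL at 10 µg/mL final / Timing: compound with DiI-HDL co-incubation, 3 h at 37 °C / Technique: bottom-read cell fluorescence after medium removal, ex 550/em 595 nm / Measure: HDL uptake via cellular fluorescence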
PvdQ acylase: blocks Pseudomonas aeruginosa PvdQ acylase activity | purified PvdQ acylase, fluorescence plate reader | inhibition, % at 10 µM | 0.063% of 340,000 active | AID 488965; in the data active means inhibition above about 30%, passing the limit was not always enough; inconclusive means no clear call, values can overlap the other calls;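 further: 0% = vehicle neutral wells and 100% = reference inhibitor wells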
C-LANA FP: inhibitors of KSHV LANA C-terminal domain DNA binding. AID 504423. MBP-C-LANA/FAM-LBS DNA binding, fluorescence polarization. 0.078% of 340,000 active. inhibition, % at 9 µM;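 active means highest replicate inhibition at or above 60% at 9 µM, even if other replicates fall short; inactive means all replicates below 60% inhibition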;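 further: 0% = neutral control wells and 100% = 4 µM acridine orange control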
NSD2 HMT inh: inhibitors of human histone methyltransferase NSD2. NSD2 peptide methylation, AlphaScreen, 120 min. inhibition, % at 12.5 µM. 0.54% of 310,000 active; in the data active means inhibition above about 50%
Cardiac RTF inh: cardiac RTF calcium desensitization. IANBD-labeled cardiac RTF, Ca2+ fluorescence. AID 493244. 0.12% of 340,000 active. P19429+P45379. inhibition, % at 7.15 µM;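 active means inhibition above the mean inhibition of all tested compounds plus 3 SD, cut at about 17% in these data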;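 further: assay run at fixed EC70 calcium of 1.6 mM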
Keap1 Nrf2 FP: inhibitors of human Keap1-Nrf2 protein-protein interaction; Q14145; Keap1 Kelch-Nrf2 peptide fluorescence polarization, 1536-well; inhibition, % at 9.4 µM; 0.15% of 340,000 active; AID 504523; in the data active means inhibition above about 12%; inconclusive means no clear call, values can overlap the other calls; inactive means below about 7.3%;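 further: human Keap1 Kelch domain with fluorescein labeled Nrf2 9mer peptide probe; 0% = neutral control wells and 100% = peptide positive control; higher means more block of Keap1 binding to Nrf2 peptide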
Starred values were filed as active, the others as inactive; ? = inconclusive; . = no result given.

SMILES	Arr AP2 block	SR-BI HDL uptake	DAGLB inhibitor	PKA-R2B activ	SR-BI uptake up	PvdQ acylase	C-LANA FP	NSD2 HMT inh	Cardiac RTF inh	Keap1 Nrf2 FP
COc1ccc(-c2csc(NC(C)=O)n2)cc1OC	5	4	1	-6	-4	-8	-0.5	-6	-10	-6
COC(=O)c1oc2c(c1C)C(=O)CC(C)(C)C2	37	-11	-1	7	11	7	-0.5	1	1	0
Brc1ccc(-c2csc(N/N=C/c3ccc4c(c3)OCO4)n2)cc1	-3	79*	-3	-7	-79	-10	-0.6	2	0	1
CCCc1[nH]n(-c2ccc(F)cc2)c(=O)c1C=Nc1cccc(F)c1	8	22	0	-7	-22	-7	0.4	1	-3	-2
O=C(N/N=C/c1ccncc1)c1cccc(S(=O)(=O)N2CCCC2)c1	43	14	3	-10	-14	-6	0.3	2	-15	-1
CCCN1CCC(NC(=O)Nc2ccc([N+](=O)[O-])cc2)CC1	51	0	0	3	0	6	0.7	11	-8	-2
O=C(CN1CCN(c2ccc(O)cc2)CC1)Nc1ccccc1C(=O)NCCc1ccccc1	18	19	2	-10	-19	-15	-1.3	3	-18	-6
CNc1oc(/C=C/c2cccc(OC)c2)nc1C#N	20	32	-1	-1	-33	-32	0.9	-4	1	8
CCNc1ccc(C(=O)OCC(=O)NCCN2C(=O)CSC2=O)cc1[N+](=O)[O-]	1	3	-1	9	-3	17	-1.6	-4	-12	6
Cc1ccc(NC(=O)C(=O)NCCN2CCN(C(=O)C(c3ccccc3)c3ccccc3)CC2)cc1	1	48	-2	5	-48	-7	1.5	1	-4	-3
COCCn1nnnc1CN(Cc1cccnc1)Cc1cc2cc(OC)ccc2[nH]c1=O	1	47	-6	-7	-47	-7	1.0	1	-1	-5
O=C1C=CN2CCCC2CC1 (configuration not stated)	19	11	4	2	-11	-5	-2.6	.	-15	2
Fc1ccc(NC(=S)N2CCN(c3ccccn3)CC2)cc1Cl	-9	0	-1	-6	0	-6	-2.4	-2	-5	-4
CCOc1cccc(OCCCCN2CCOCC2)c1	20	-22	0	-3	21	4	-0.4	-1	5	1
COc1ccc(OC)c(CN2CCN(C(=O)c3ccc(NS(=O)(=O)c4cccc([N+](=O)[O-])c4)cc3)CC2)c1	-8	36	3	-3	-36	-2	1.6	3	-17	-4
Cc1ccc(NC(=O)CCNC(=O)c2ccccc2Cl)cc1S(=O)(=O)N1CCOCC1	-1	-10	1	8	10	-7	-1.0	-1	3	0
CCOC(=O)c1c(S(=O)(=O)NCC(=O)N2CCN(c3ccccc3OC)CC2)c(C)n(C)c1C	-3	19	0	6	-19	-19	-0.8	8	0	-8
OCC1(CCOc2ccccc2)CCN(C2Cc3ccccc3C2)CC1	6	-6	-2	-4	6	-6	-0.1	1	1	1
CCc1cc(=O)oc2cc(OC(=O)c3ccco3)ccc12	5	-23	7	-5	23	-19	1.7	1	0	-5
O=C(CCCc1ccccc1)Nc1cccnc1Cl	-6	-3	-1	-1	3	-9	2.2	1	2	-2
OC1CCN(Cc2cccc3ccccc23)CC1	-3	-8	-2	-8	8	-1	-0.2	-1	3	0
CCOC(=O)c1ccc(NS(C)(=O)=O)cc1	0	-15	-2	0	15	-13	0.2	-2	3	-2
CCCCCC(=O)NNC1CC(=O)N(c2cccc(OCC)c2)C1=O (configuration not stated)	-27	-6	2	1	6	-10	-0.1	0	-3	-3
Cc1ccc(C)c(NC(=O)C(c2ccccc2)N2CCN(CC(=O)NC3CC3)CC2)c1 (configuration not stated)	14	-8	1	1	8	-7	0.2	-1	0	-5
Cc1ccc(NC(=O)C2CCCN(C(=O)c3ccc(Cl)cc3)C2)cc1C (configuration not stated)	18	41	1	-3	-41	3	0.2	-3	3	0
CCOC(=O)c1c[nH][nH]c1=O	-11	-2	-3	-11	2	-12	3.7	1	-6	-2
COc1cc(C(=O)NCCCc2ccccc2)cc(OC)c1OC	-7	11	0	8	-11	-3	-0.7	-4	3	-3
Cc1ccc(-c2csc3ncnc(Cl)c23)cc1	-6	-13	-8	-7	13	-8	1.6	-1	-6	-3
COc1ccccc1CC(=O)N(Cc1ccccc1)c1ccc(C)cc1	1	1	-9	-4	-1	-1	-1.5	-4	0	0
COCCCNC(=O)c1cn(C)c(=O)c2cc(OC)c(OC)cc12	8	-11	-2	-16	11	3	-0.5	-1	10	-5
CCc1cccc2c(C(=O)COC(=O)c3ccc(O)cc3)c[nH]c12	-11	38	1	-8	-38	-11	1.7	2	-6	0
Cc1cc(C)cc(NC(=S)NC(=O)CCN2C(=O)c3ccccc3C2=O)c1	-2	1	-1	-4	-1	-21	0.4	2	-22	-6
COc1ccccc1N1CCN(S(=O)(=O)c2ccc3c(c2)NC(=O)C(C)C(=O)N3)CC1 (configuration not stated)	0	-4	-1	11	4	-13	-0.1	.	-4	-4
CC(C)NCc1c(O)c(Br)cc2oc3c(c12)CCCC3	14	10	-2	-4	-10	-3	1.3	2	0	?
Cc1noc(C)c1COC(=O)c1ccc(N(C)C)cc1	6	2	0	6	-2	2	-0.7	-1	1	1
N#Cc1nc(COc2ccc(F)cc2)oc1N1CCCCC1	8	-11	-1	1	11	-4	-0.7	0	24*	3
CC(=O)Nc1ccc(NC(=O)COC(=O)c2c(-c3ccccc3)noc2C)cc1	-4	58	-1	2	-58	-15	0.6	-1	-5	-8
CCc1nnc(NC(=O)CSc2sc3c(O)cc(=O)[nH]c3c2C#N)s1	6	-13	6	10	13	-7	8.1	.	-3	6
Cc1ccccc1/C=N\NC(=O)c1ccc(Cn2cccn2)o1	-1	22	0	8	-22	-13	1.5	-2	-4	-4
COCCN(C(=O)COC(=O)c1ccco1)c1c(N)n(Cc2ccccc2)c(=O)[nH]c1=O	-3	-40	0	-12	40	-8	-0.5	-3	-17	3

2 compounds drawn at random from the list so far:
SMILES	Arr AP2 block	SR-BI HDL uptake	DAGLB inhibitor	PKA-R2B activ	SR-BI uptake up	PvdQ acylase	C-LANA FP	NSD2 HMT inh	Cardiac RTF inh	Keap1 Nrf2 FP
CCc1nnc(NC(=O)CSc2sc3c(O)cc(=O)[nH]c3c2C#N)s1	6	-13	6	10	13	-7	8.1	.	-3	6
Cc1cc(C)cc(NC(=S)NC(=O)CCN2C(=O)c3ccccc3C2=O)c1	-2	1	-1	-4	-1	-21	0.4	2	-22	-6

In the list so far, these have a thiophene ring, fused or not:
SMILES	Arr AP2 block	SR-BI HDL uptake	DAGLB inhibitor	PKA-R2B activ	SR-BI uptake up	PvdQ acylase	C-LANA FP	NSD2 HMT inh	Cardiac RTF inh	Keap1 Nrf2 FP
Cc1ccc(-c2csc3ncnc(Cl)c23)cc1	-6	-13	-8	-7	13	-8	1.6	-1	-6	-3
CCc1nnc(NC(=O)CSc2sc3c(O)cc(=O)[nH]c3c2C#N)s1	6	-13	6	10	13	-7	8.1	.	-3	6

Continued.
SMILES	Arr AP2 block	SR-BI HDL uptake	DAGLB inhibitor	PKA-R2B activ	SR-BI uptake up	PvdQ acylase	C-LANA FP	NSD2 HMT inh	Cardiac RTF inh	Keap1 Nrf2 FP
O=C(NCc1ccc2c(c1)OCO2)C1CC(=O)N(c2ccc(F)cc2)C1 (configuration not stated)	-5	17	0	-3	-17	-16	-0.9	2	3	-2
CCn1c(=S)sc2c(=O)n(CC(=O)Nc3ccccc3OC)c(C)nc21	18	22	-4	-2	-22	4	1.7	-4	4	2
Cc1ccc(CCN2CC(C(=O)O)CC2=O)cc1 (configuration not stated)	-2	-28	1	7	28	-11	2.3	0	9	6
COc1ccccc1C(=O)N/C(N)=N/c1nc2ccccc2o1	8	.	-2	-16	.	-3	-1.0	.	0	-4
O=[N+]([O-])c1ccc(O)c(CNCc2ccccc2)c1	9	1	1	7	-1	-4	3.9	1	-4	3
O=S(=O)(N1CCCCC1)N1CCN(c2cc(Cl)ccc2Cl)CC1	-14	14	-19	-13	-14	5	1.1	-3	-8	3
CCOC(=O)COc1ccc(C2NC(C(=O)O)CS2)cc1 (configuration not stated)	5	.	4	0	.	12	-0.1	0	-4	-4
C1CCN(c2nc3nonc3nc2NCC2CCOCC2)CC1	3	.	-2	3	.	9	2.6	-6	-7	2
Cc1cc(C)c(NC(=O)CS(=O)CC(=O)NCCN2CCCCCC2)c(C)c1 (configuration not stated)	7	.	-4	-1	.	10	-0.4	-1	-7	-3
O=C(c1cccnc1)N1CCN(c2ccc3ccccc3n2)CC1	6	5	0	-4	-5	-4	0.0	-3	-3	-3
Cn1c(=O)c2c(nc(NCC3CCCC(CN)C3)n2Cc2ccc(Cl)cc2Cl)n(C)c1=O (configuration not stated)	0	-4	-1	2	4	11	-1.6	6	-2	-11
COc1ccc(C2=C/C(=C\c3ccc(OC(C)=O)cc3)C(=O)O2)cc1	-4	30	-2	11	-30	-3	-0.4	-4	-7	-1
COc1cc2ccccc2cc1C(=O)N/N=C/c1ccc2c(c1)OCO2	-4	10	-1	0	-10	-11	1.5	-2	-1	2
CC(C)C(=O)Nc1cc(C(F)(F)F)ccc1-n1ccnc1	-14	9	0	-13	-9	0	0.0	39	-6	-4
Cc1ccc(-c2cc(C(F)(F)F)n3ncc(C(=O)O)c3n2)cc1	2	-21	-1	1	21	-3	-1.4	-1	-3	1
O=C(CN1CCN(C(=O)c2cccs2)CC1)NC1CCCCC1	2	-41	-2	13	41	-11	0.8	-1	-3	-7
Cc1ccccc1C(=O)O/N=C(\N)Cc1cccs1	1	-8	-2	-1	8	-3	1.7	-3	-2	-1

A draw from above in order of length of the SMILES, low to high:
SMILES	Arr AP2 block	SR-BI HDL uptake	DAGLB inhibitor	PKA-R2B activ	SR-BI uptake up	PvdQ acylase	C-LANA FP	NSD2 HMT inh	Cardiac RTF inh	Keap1 Nrf2 FP
Cc1ccccc1C(=O)O/N=C(\N)Cc1cccs1	1	-8	-2	-1	8	-3	1.7	-3	-2	-1
COc1ccccc1C(=O)N/C(N)=N/c1nc2ccccc2o1	8	.	-2	-16	.	-3	-1.0	.	0	-4
COc1ccc(C2=C/C(=C\c3ccc(OC(C)=O)cc3)C(=O)O2)cc1	-4	30	-2	11	-30	-3	-0.4	-4	-7	-1
Cn1c(=O)c2c(nc(NCC3CCCC(CN)C3)n2Cc2ccc(Cl)cc2Cl)n(C)c1=O (configuration not stated)	0	-4	-1	2	4	11	-1.6	6	-2	-11
